Screens deposited in PubChem by National Center for Advancing Translational Sciences (NCATS).
TbPYK inhibitor: inhibitors of Trypanosoma brucei pyruvate kinase. Potency, µM (doses to about 76.8 µM), without a hit: at the top dose activity, negative = inhibition, actives largely listed as inhibitors. 0.12% of 410,000 active. AID 624173. Q57TT1. TbPYK enzyme, Kinase-Glo Plus ATP luminescence, 45 min; note: potency is the fitted concentration of half-maximal effect; % is set by controls: 0 for no effect and ±100 for the full control effect; nearly all actives have a fitted effect of over 50% in size
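Luminescence from Kinase-Glo Plus, added after a 45-minute room-temperature reaction, served as the end-point read-out. The enzyme and substrate were preincubated with compound before ADP (130 uM final) initiated turnover. Concentration-effect curves came from normalized qHTS data.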
Pf growth 48h: P. falciparum growth inhibition at 48 hours (one generation); P. falciparum luciferase growth in erythrocytes, 48 h; 5.9% of 310,000 active; Potency, µM (titrated, usually from 28.7 µM), inactives show at the top dose activity change, negative = inhibition, actives largely listed as inhibitors; note: potency is the fitted concentration of half-maximal effect; % is set by controls: 0 for no effect and ±100 for the full control effect
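In quantitative HTS format, infected erythrocytes bearing luciferase-reporter parasites were treated for a single generation at 37 C. Luminescence after adding detection reagent served as the growth measure.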
AMA1 RON2 block: disrupts binding of P. falciparum AMA1 to RON2; AlphaScreen AMA1-biotinylated RON2 peptide binding; Potency, µM (series often up to 58.2 µM), for the others: at the highest dose activity change, negative = inhibition, usual class: inhibitors; 0.2% of 360,000 active;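 note: potency is the fitted concentration of half-maximal effect; 0% = vehicle wells and -100% = peptide control; nearly all actives have a fitted effect of over 45% in size; some results filed as inactive show a strong effect at the top dose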
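AMA1 (3D7) with his tag at 25 nM final met compounds first, then biotinylated RON2 peptide at 25 nM; detection used donor plus acceptor beads, 10 µg/mL apiece, read by AlphaScreen after 30 min at room temperature.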
LmPK inh: inhibitors of Leishmania mexicana pyruvate kinase | Q27686 | 0.37% of 290,000 active | Potency, µM (top dose mostly 57.5 µM), for inactives: at the top dose activity change, negative = inhibition, usual class: inhibitors | purified LmPK, Kinase-Glo ATP luminescence, 1 h; note: potency is the fitted concentration of half-maximal effect; % is set by controls: 0 for no effect and ±100 for the full control effect
Target sequence (Q27686 whole entry, looked up): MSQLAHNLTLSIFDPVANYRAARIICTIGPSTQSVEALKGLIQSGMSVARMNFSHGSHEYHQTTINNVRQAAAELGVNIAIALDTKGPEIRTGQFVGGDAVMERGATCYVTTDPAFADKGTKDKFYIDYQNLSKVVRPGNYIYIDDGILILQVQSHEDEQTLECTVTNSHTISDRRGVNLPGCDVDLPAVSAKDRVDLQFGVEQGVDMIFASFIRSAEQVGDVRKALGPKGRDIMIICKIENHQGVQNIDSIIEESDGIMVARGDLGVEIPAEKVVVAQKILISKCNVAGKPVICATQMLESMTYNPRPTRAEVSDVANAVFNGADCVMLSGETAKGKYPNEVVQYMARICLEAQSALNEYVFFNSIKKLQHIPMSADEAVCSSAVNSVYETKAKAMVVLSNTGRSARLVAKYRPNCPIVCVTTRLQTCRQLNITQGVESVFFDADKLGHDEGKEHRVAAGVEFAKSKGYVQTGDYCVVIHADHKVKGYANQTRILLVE
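Purified LmPK (0.1 nM) with 0.5 mM PEP and 0.1 mM ADP in imidazole buffer pH 7.2 with MgCl2/KCl, 1 h at room temperature. ATP formed was read by luciferase luminescence and normalized to no-enzyme and uninhibited controls.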
CHX counter: counter-screen hit for Shiga toxin inhibitors, cycloheximide. cell reporter, cycloheximide protein synthesis inhibition counterscreen. max response, %. 12% of 300,000 active; in the data active = max response mostly above about 13%, no sharp cut-off; inactive = mostly below about 14%; note: read at 38.3 µM for the half of the compounds with a filed dose; 0% is about no effect
Shiga toxin inh: blocks Shiga toxin action in Vero cells | Vero cells, Shiga toxin protein synthesis inhibition reporter | inhibition, % at 38.7 µM | 9.2% of 290,000 active; in the data active = inhibition mostly above about 28%, no sharp cut-off; inactive = mostly below about 43%; note: 0% is about no effect
Pf growth 96h: P. falciparum growth inhibition at 96 hours; P. falciparum luciferase reporter growth, 96 h; Potency, µM (highest dose often 28.7 µM), inactives show at the top dose activity change, negative = inhibition, hits mostly inhibitors; 6.9% of 320,000 active; AID 504834; note: potency is the fitted concentration of half-maximal effect; % is set by controls: 0 for no effect and ±100 for the full control effect
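P. falciparum expressing integrated firefly luciferase grown in erythrocytes (2% hematocrit, 0.05% parasitemia final) with compounds for 96 hours at 37 C, 5% CO2. Growth inhibition read as loss of luminescence after adding luciferase detection reagent.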
* marks the source's active call; other numbers are inactive results; ? = inconclusive; . = no result given; & = joins results of further samples; [ ] = dose if it differs, or a comment. Unless noted, calls come from the whole dose curve; as a rule, active = well fitted curve in the direction sought with a large enough effect; inconclusive = small, poorly fitted or top-dose-only effect, or another doubt; inactive = no such curve, though single readings can be large; an effect the other way counts as inactive or inconclusive.

SMILES	TbPYK inhibitor	Pf growth 48h	AMA1 RON2 block	LmPK inh	CHX counter	Shiga toxin inh	Pf growth 96h
COc1ccc(/C=C(\NC(=O)c2ccc(OC)c(OC)c2)C(=O)N2CCN(C)CC2)cc1	2%	19%	11%	-5%	-4	-8	187%[activator]
O=C(Nc1ccccc1N1CCOCC1)c1cccnc1	-8%	8%	-2%	3%	-1	32	33%[activator]
Nc1nc(-c2nc3ccccc3[nH]2)cs1	-12%	79%[activator]	33%[activator]	?	33*	70*	-8%
CC(=O)c1ccc(/C=C/c2nc3ccccc3n2C)o1	-15%	159%[activator]	0%	?	38*	61*	200%[activator]
Cn1c(N)c(C(=O)COc2ccc(C#N)cc2)c(=O)n(C)c1=O	4%	5%	-2%	-6%	-1	3	9%
COc1ccc(C(C)NC(=O)c2ccncc2)cc1 (centres undefined)	0%	1%	-9%	-3%	-1	-3	?
CCOC(=O)c1c(C)[nH]c(C(=O)COC(=O)/C=C/c2ccc(OC(F)F)cc2)c1C	3%	?	8%	1%	-1	-9	1%
CCOc1ccc(NC(=O)N2CCC(c3ccc(C)cc3)C2)cc1 (centres undefined)	-2%&-8%	26%	4%	5%	18*	30	1%
Cc1c(C)n(CCc2ccccc2)c2ncnc(NCCO)c12	-4%	127%[activator]	-14%	1%	52*	68*	116%[activator]
Cc1cc(O)c(/C=N/OCc2ccc(Cl)cc2Cl)c(=O)o1	7%	10%[5.75 µM]	40%[activator]	2%	-2	27	47%[activator][5.75 µM]
COC(=O)c1ccc(S(=O)(=O)NNC(=O)c2ccc(S(=O)(=O)N3CCCCC3)cc2)cc1	1%	1%	19%	1%	8	-11	-16%
O=C(NCCCn1ccnc1)c1cc(-c2ccc3c(c2)OCO3)on1	-5%	32%[activator]	-14%	-4%	12*	22*	?
Cc1ccccc1NC(=O)CN1CCC(C(=O)c2ccc3c(c2)OCCO3)CC1	-1%	-2%	-26%	-5%	-6	12	?
Cc1c(C(=O)N2CCOCC2)sc2ncnc(N3CCc4ccccc4C3)c12	-4%	-21%	3%	1%	2	-5	59%[activator]
O=C1NNC(c2ccccc2)=N/C1=C\c1ccco1	-5%	4%	-11%	6%	-4	-5	13%
S=C(NCc1ccco1)N1CCN(C(c2ccccc2)c2ccccc2)CC1	0%	?	-3%	5%	2	32	24%
CCC(=NCc1cccnc1)c1c(O)n(Cc2ccccc2)c(=O)[nH]c1=O	-9%	-25%	-4%	-3%	1	-10	?
COc1cn(-c2ccccc2)nc1C(=O)Nc1ccccc1	4%	-16%	0%	-1%	47*	82*	9%
COc1cccc(-n2c(CN3CCN(C)CC3)nc3ccc([N+](=O)[O-])cc3c2=O)c1	-2%	?	-11%	3%	10	-1	6%
CCN1CCN(C(=O)c2cc(-c3cccnc3)nc3ccc(Br)cc23)CC1	-10%	.	-8%	7%	-2	-8	?
Nc1nc(-c2ccc(Cl)cc2Cl)cn1N	-4%	28%	149%[activator]	-1%	-4	19	5%[5.75 µM]
Cc1cccc(N2CCN(C(=O)c3ccc4c(c3)OCCO4)CC2C)c1 (centres undefined)	0%	-12%	3%	2%	12	20	37%[activator]
CCc1c(C)nc(SCC(=O)N2CCc3ccccc32)[nH]c1=O	.	18%	.	-4%	0	-23	-13%
CC1(C)CC(Nc2ccc(Nc3ccccc3)cc2)CC(C)(C)N1	-22%	3.3µM*	-23%	1%	-2	-10	7.4µM*
Cc1cccc(C2CC(c3ccc(F)cc3)Nc3nc(N)nn32)c1 (centres undefined)	1%	.	-14%	7%	-2	-6	-99%

Continued; it opens with the 2 that closed the last part.
SMILES	TbPYK inhibitor	Pf growth 48h	AMA1 RON2 block	LmPK inh	CHX counter	Shiga toxin inh	Pf growth 96h
CC1(C)CC(Nc2ccc(Nc3ccccc3)cc2)CC(C)(C)N1	-22%	3.3µM*	-23%	1%	-2	-10	7.4µM*
Cc1cccc(C2CC(c3ccc(F)cc3)Nc3nc(N)nn32)c1 (centres undefined)	1%	.	-14%	7%	-2	-6	-99%
COc1cccc(/C=N/NC(=O)c2c(-c3ccccc3)noc2C)c1O	-7%	5.9µM*	82%[activator]	3%	-1	-8	?
COCCNC(=O)CCCCCN1C(=O)CCC1=O	1%	?	12%	-4%	-4	-7	-11%
Cc1ccc2cc(CCNC(=O)c3cccs3)c(=O)[nH]c2c1C	1%	171%[activator]	3%	-2%	45*	47*	84%[activator]
OCC[C@H]1C[C@@H](O)[C@H](O)[C@]2(OCCCc3ccccc32)O1	-4%	-27%	4%	.	.	.	64%[activator]
CN1CCN(S(=O)(=O)c2ccc(Cl)cc2)CC1	3%&1%	-20%	22%&6%	-4%	1	.	1.9µM*
COc1ccccc1Oc1ccc(S(=O)(=O)Nc2cccnc2)cc1	4%	0%	-4%	-2%	-2	-6	195%[activator]
COc1ccc(C(=O)CN2C(=O)NC3(CCCc4ccccc43)C2=O)c(OC)c1 (centres undefined)	4%	?	3%	-9%	5	-16	?
CCN(CC)CCNc1ncnc2c1sc1nc(N3CCOCC3)c3c(c12)CC(C)(C)SC3	.	?	13%	1%	-3	-9	5.2µM*
O=C(Nc1ccc(Cl)cc1)Nc1nnc(/C=C/c2ccccc2)s1	5%	?	1%	1%	6	-5	13µM*
Cc1cc(C(=O)N/N=C/c2c(C)n(C)c3ccccc23)n[nH]1	-5%	13%	-19%	0%	1	6	-4%
COc1ccc(C(=O)Oc2cc(/C=N/NS(=O)(=O)c3ccc(C)cc3)ccc2OC)cc1	5%	-2%	26%	3%	2	-8	55%[activator]
CCOC(=O)c1cc(-c2ccccc2)n(CC(=O)Nc2ccc(OC)cc2)c1C	-8%	7%	11%	0%	-3	21	-3%
CCCC(=O)Nc1nnc(-c2ccc(Cl)s2)o1	-1%	.	120%[activator]	1%	-3	-17	-17%
Cc1ccc(Cl)cc1NC(=O)COC(=O)c1ccccc1O	2%	-18%	2%	4%	-2	-9	12%
C=CCOc1ccc2nnc(C)n2n1	4%	11%	-9%	2%	-4	-4	27%
O=c1c2ccccc2ncn1CCCSc1ccccc1	-2%	22%	13%	-4%	9.6*	24	?
CC(C(=O)NC1CCCCC1)N1C(=O)c2cccc3cccc1c23 (centres undefined)	-4%	-7%	17%	4%	11	-7	-28%
COc1ccccc1CNC(=O)C(C)NS(=O)(=O)c1ccc(C)cc1 (centres undefined)	-9%	?	11%	5%	-3	-4	.
COc1ccc(-c2c3c(nc4sc(C(=O)Nc5cc(C)on5)c(N)c24)CCC3)cc1	-5%	4.1µM*	54%[activator]	-4%	2	-11	14%
CN1CCN(C(=O)c2cc3nc(-c4ccc(F)cc4)cc(C(F)(F)F)n3n2)CC1	-6%	.	16%	7%	-7	-3	?
CCC(C)c1ccccc1NC(=O)c1[nH]c(C)c(C(C)=O)c1C (centres undefined)	0%	-9%	8%	-6%	-2	-5	?
COc1ccc(-c2sc3cc(OC)c(OC)cc3c2C#CC(C)(C)O)cc1	2%	?	14%	.	.	.	?
CC(=O)Nc1cc(S(=O)(=O)Nc2ccccc2C)c(C)cc1C	-9%	0%	28%	1%	-5	-10	-2%
CC1CCc2c(C(=O)Nc3ccccn3)csc2C1 (centres undefined)	0%	182%[activator]	-9%	2%	47*	70*	100%[activator]
CC(=O)Nc1ccc(SCC(=O)O)cc1	0%	1%	1%	0%	1	18	1%
Continued:
SMILES	TbPYK inhibitor	Pf growth 48h	AMA1 RON2 block	LmPK inh	CHX counter	Shiga toxin inh	Pf growth 96h
COCCCn1c(SCC(=O)Nc2nnc(C)s2)nnc1-c1ccoc1C	3%	.	4%	-4%	-1	-11	-20%
O=S(=O)(c1ccc2ccccc2c1)n1cnc2ccccc21	-1%	-16%	-15%	-1%	-3	-10	5%
Cc1ccc(C(=O)O)cc1NC(=O)CCc1ccccc1	0%	22%[5.75 µM]	4%	-1%	-2	-7	30%[activator]
CC/C(C)=C1\SC(N2CCN(C(C)=O)CC2)=NC1=O	0%	8%	-2%	9%	5	-22	.
COc1ccccc1N1C(=O)CC(N(O)c2ccccc2)C1=O (centres undefined)	0%	11%	5%	1%	-1	2	35%[activator]
COc1ccc(-c2nc3ccccc3c(=O)n2N)cc1	7%	35%[activator]	2%	-1%	-2	15	31%[activator]
O=C(CSc1nc2ccccc2o1)N/N=C/c1ccc(C(=O)O)cc1	5%	58%[activator]	54%[activator]	-3%	6	20	56%[activator]
COc1ccccc1NC(=O)c1cc(=O)[nH]c2ccccc12	-2%	-16%	5%	-2%	2	.	23%
COc1cccc(OC)c1OCCCN1CCOCC1	4%	-4%	-1%	-1%	-2	-1	-4%
CCN(Cc1cnn(C)c1)Cc1nc(Cc2ccccc2Cl)no1	1%	3%	0%	5%	15	31	1%
Cc1ccc(NC(=O)C2(c3ccccc3)CC2(Cl)Cl)cc1C (centres undefined)	-2%	?	-2%	2%	66*	128*	?
Cc1nc(SCC(=O)N2CCOCC2)c2ccsc2n1	0%	3%	4%	1%	-3	-3	0%
CC(C)(C)c1cc(CN(CCO)CCO)c(O)c(C(C)(C)C)c1	3%	?	17%	4%	-2	1	?
CCC/C(=N\O)c1c[nH]c2ccccc12	-5%	40%[activator]	6%	-1%	13	4	3%
O=c1c2cnn(-c3ccccc3)c2nc(-c2cccs2)n1-c1ccc(Cl)cc1	3%	?	5%	1%	-4	28	?
COc1ccc(CN2CCNC(=O)C2CC(=O)N(C)Cc2nccn2C)cc1OC (centres undefined)	6%	9%	29%	3%	11	9	3%
COc1cccc(C2=Nn3c(nnc3-c3ccccc3O)SC2)c1	-6%	13µM*	53%[activator]	-2%	-1&-3	-6&-2	-22%
COc1ccc(-c2cc(=Nc3ccc(C(=O)O)cc3)c3cc(C)ccc3o2)cc1	-3%	272%[activator]	-16%	1%[11.5 µM]	63*	161*	0%
NC(=NC1CCCCC1)c1ccc(Cl)cc1	0%	?	6%	7%	-6	-4	5%
C=CC1=C2C=C(C3CC3)N(CCCN(CC)CC)C=C2C(=O)C(C)(OC(=O)c2ccco2)C1=O (centres undefined)	1%	.	2%	0%[11.5 µM]	.	.	.
COC(=O)Cn1c(=NC(=O)c2ccc(Cl)s2)sc2cc(C)ccc21	-6%	86%[activator]	1%	-1%	18*	39	3%
Fc1cccc(NCCc2c[nH]c3ccccc23)n1	-2%	21%	?	7%	37*	40	35%[activator]
Cc1coc(=N)n1CC(=O)c1ccc(Cl)cc1	6%	20%	0%	1%	-3	-10	18%
CCN(CC)CCn1c(N)nc2ccccc21	-1%	-9%	2%	4%	-2	24	-27%
COc1ccc(NC(=O)CC2SC(N3CCCCC3)=NC2=O)cc1OC (centres undefined)	3%	2%	1%	.	.	.	?
COc1ccccc1Cn1nnc2c(=O)[nH]c(C3CCN(C(=O)c4ccccc4Cl)CC3)nc21	-6%	9.3µM*	-5%	1%	-5	-9	3%

Sorted by molecular weight (ascending): part of the list above
SMILES	TbPYK inhibitor	Pf growth 48h	AMA1 RON2 block	LmPK inh	CHX counter	Shiga toxin inh	Pf growth 96h
CCN(CC)CCn1c(N)nc2ccccc21	-1%	-9%	2%	4%	-2	24	-27%
CCN(Cc1cnn(C)c1)Cc1nc(Cc2ccccc2Cl)no1	1%	3%	0%	5%	15	31	1%
COc1ccccc1Cn1nnc2c(=O)[nH]c(C3CCN(C(=O)c4ccccc4Cl)CC3)nc21	-6%	9.3µM*	-5%	1%	-5	-9	3%
